AGP1-GFP MLPCN – modulators of AGP1-GFP expression in yeast TOR pathway, primary screen, cell-based, multiplex flow cytometry, S. cerevisiae, MLPCN library; 3 h; GFP as percent of DMSO wells; GFP response vs DMSO, % at 10 µM; hit rate 0.02% among 320,000; AID 2066, 2009;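 active = GFP response relative to DMSO above a set limit, near screen average plus 3 SD, cut at about 150% in these data; inconclusive = fewer than 70 cells counted for the yeast strain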;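 note: median GFP channel fluorescence of the gated AGP1 strain per well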
CR mimetic SO – reduction of superoxide in aged yeast, primary screen, HTS. superoxide response (% of plate mean), % at 10 µM. AID 2690, 2010. S. cerevisiae aged cells, superoxide DHE fluorescence; stronger effect = lower value. hit rate 0.18% among 330,000;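 active = superoxide response under a set limit, about three screen SD below normal, cut at about 65% in these data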;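 note: yeast aged for seven days with compound at 30 °C before DHE staining; 100% = average MFI of all compound-treated wells on the plate with controls excluded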
RPL19A TOR yeast – RPL19A-GFP expression modulators in yeast, primary screen, cell-based, S. cerevisiae, multiplex flow cytometry, MLPCN. percent response vs DMSO, % at 10 µM. S. cerevisiae RPL19A-GFP strain, 3 h; stronger effect = lower value. hit rate 0.3% among 330,000;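 active = percent response vs DMSO below 50%; inconclusive = fewer than 70 events counted for the yeast strain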;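 note: median channel GFP fluorescence of the barcoded RPL19A-GFP strain; ratio of sample median GFP to plate DMSO average so 100% = DMSO; lower means less RPL19A-GFP as with rapamycin TOR inhibition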
LAP4 TOR yeast – modulators of LAP4-GFP expression in yeast, primary screen, S. cerevisiae, multiplex flow cytometry, MLPCN library. GFP response vs DMSO, % at 10 µM. 3 h; median GFP as percent of DMSO wells. hit rate 0.34% among 320,000. AID 2023, 2009;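 active = GFP response vs DMSO above a set limit, about the screen mean plus 3 SD, cut at about 150% in these data; inconclusive = under 70 cell events counted for the yeast strain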
AHR activator – AHR activators, primary screen, cell-based, luminescence, luciferase reporter, human | Aryl hydrocarbon receptor (Homo sapiens), P35869 | AHR-responsive luciferase reporter cells | activation, % at 5 µM | hit rate 2.5% among 320,000 | AID 2796, 2010; in the data active = activation above about 47%;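 note: 0% = vehicle wells and 100% = reference agonist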
Target sequence (P35869 whole entry, looked up): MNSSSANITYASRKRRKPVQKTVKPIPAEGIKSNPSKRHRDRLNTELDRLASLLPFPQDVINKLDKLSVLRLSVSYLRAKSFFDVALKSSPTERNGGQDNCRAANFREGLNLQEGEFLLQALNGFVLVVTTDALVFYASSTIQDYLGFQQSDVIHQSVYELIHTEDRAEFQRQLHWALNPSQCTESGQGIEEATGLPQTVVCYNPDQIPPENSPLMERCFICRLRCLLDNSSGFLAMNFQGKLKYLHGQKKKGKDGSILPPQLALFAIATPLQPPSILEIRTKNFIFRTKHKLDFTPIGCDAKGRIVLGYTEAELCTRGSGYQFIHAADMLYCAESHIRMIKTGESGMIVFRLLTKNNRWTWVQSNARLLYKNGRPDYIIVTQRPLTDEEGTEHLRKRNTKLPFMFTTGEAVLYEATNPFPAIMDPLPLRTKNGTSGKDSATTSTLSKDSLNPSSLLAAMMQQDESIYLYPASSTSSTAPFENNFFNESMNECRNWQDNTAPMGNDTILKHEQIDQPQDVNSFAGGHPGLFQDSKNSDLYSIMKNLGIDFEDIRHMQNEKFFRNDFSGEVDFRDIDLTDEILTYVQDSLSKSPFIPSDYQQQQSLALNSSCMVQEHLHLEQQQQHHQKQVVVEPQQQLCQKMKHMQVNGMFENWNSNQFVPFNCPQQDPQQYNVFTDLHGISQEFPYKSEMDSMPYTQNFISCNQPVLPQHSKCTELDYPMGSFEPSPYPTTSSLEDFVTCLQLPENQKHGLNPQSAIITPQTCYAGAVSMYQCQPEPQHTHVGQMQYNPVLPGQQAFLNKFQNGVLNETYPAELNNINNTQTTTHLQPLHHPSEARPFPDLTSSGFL
MEP2-GFP yeast – modulators of MEP2-GFP levels in yeast, primary screen, S. cerevisiae, multiplex flow cytometry, MLPCN library | S. cerevisiae MEP2-GFP strain, 3 h; 100% = DMSO control level | GFP response vs DMSO, % at 10 µM | hit rate 0.51% among 330,000;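 active = GFP response versus DMSO above a set limit, roughly screen mean plus 3 SD, cut at about 180% in these data; inconclusive = fewer than 70 cells counted for a yeast strain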;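 note: median GFP fluorescence of the barcode-gated MEP2-GFP cells per well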
Efflux pump mplx – inhibitors of Candida efflux pumps in yeast, primary screen, S. cerevisiae, Nile Red, multiplex; AID 485275, 2010; S. cerevisiae Candida pump triplex; inhibition, % at 10 µM; hit rate 0.44% among 330,000;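 active = plate passing quality check with inhibition over a set limit, or well fluorescence over plate mean plus 4 SD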;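 note: Nile Red retained in pooled yeast measured as flow cytometry median fluorescence; 0% = buffer negative control and 100% = Enniatin B positive control; higher means more Nile Red kept so more efflux inhibition; some compounds called inactive have numbers as strong as hits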
CIT2 TOR yeast – modulators of CIT2-GFP expression in yeast, primary screen, S. cerevisiae, GFP fusion, multiplex flow cytometry, MLPCN library; S. cerevisiae CIT2-GFP strain, 3 h; 100 means same as DMSO wells; GFP response vs DMSO, % at 10 µM; hit rate 0.065% among 320,000;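 active = GFP response relative to DMSO above a set limit, near the screen mean plus 3 SD, cut at about 150% in these data; inconclusive = Fewer than 70 cells measured for a yeast strain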;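 note: ratio of well median GFP fluorescence to mean of DMSO wells on the plate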
The depositor's hits bear a star; ? = inconclusive; nt = no result given; [ ] = dose if it differs, or a comment. Compounds were not picked by outcome, and some 3.9% of all compounds hit somewhere here.

SMILES	AGP1-GFP MLPCN	CR mimetic SO	RPL19A TOR yeast	LAP4 TOR yeast	AHR activator	MEP2-GFP yeast	Efflux pump mplx	CIT2 TOR yeast
COc1cccc(Oc2cncnc2-c2ccc(OC)cc2O)c1	99	92	99	105	10	94	-0.2	99
NC(=O)C1=C[C@@H](c2ccc3c(c2)OCO3)C[C@@H](OCCCCO)O1	97	99	104	113	11	91	0.0	107
COc1ccc(CN(C)CC(=O)Nc2ccccc2C(=O)NC2CC2)cc1OC	104	80	99	106	0	102	-0.3	103
O=C(CS(=O)(=O)c1ccccc1)NC1CCCCC1	103	123	102	100	3	102	0.0	96
O=C(CSc1nnc(-c2ccc3c(c2)OCCO3)o1)N1CCCC1	101	98	101	111	24	108	0.1	109
COC(=O)Cc1c(C)c2ccc(OCc3nn[nH]n3)c(C)c2oc1=O	nt	92	100	113	-1	105	0.1	96
O=C(Nc1ccc(F)cc1)N(Cc1nnc2n1CCCCC2)c1ccccc1	106	112	104	98	3	99	-0.1	99
CC(C)CN(C(=O)COC(=O)/C=C/c1ccccc1)C1CCS(=O)(=O)C1 (configuration not stated)	108	93	101	110	1	103	0.1	104
CCOC(=O)N1CCC(NC(=O)C2CCC(Cn3c(=O)[nH]c4ccccc4c3=O)CC2)CC1 (configuration not stated)	97	81	92	97	0	93	-0.2	103
COc1cccc2[nH]c3c(=O)n(CCN(C)C)cnc3c12	104	93	101	103	15	107	-0.1	106
COc1ccc(CCNC(=O)c2cc(-c3ccccc3OC)on2)cc1OC	99	93	104	106	-7	106	-0.2	106
COc1ccc(N2CCN(CCNC(=O)Nc3ccc(C)c(Cl)c3)CC2)cc1	98	106	101	98	4	103	-0.1	98
CC(OC(=O)c1cccc(NS(C)(=O)=O)c1)C(=O)Nc1ccc2c(c1)OCO2 (configuration not stated)	104	98	102	101	2	102	-0.1	101
Cc1nnc2c(NC(C)C)nc3ccccc3n12	96	93	91	84	1	95	0.0	94
Cc1ccc2nc(NC(=O)CSc3nncc(=O)n3N)sc2c1	106	112	102	107	11	105	0.0	106
COCCn1c(SCC(=O)c2[nH]c(C)c(C(C)=O)c2C)nc2ccccc21	101	92	101	104	5	103	0.0	96
COc1ccc(NC(=O)CN(C)C(=O)CCC(=O)c2ccc(C)cc2)cc1	106	100	100	108	2	97	-0.1	105
CCOC(=O)CSc1nnc(CNc2nc(-c3ccccc3)cs2)n1C	101	122	99	103	2	101	-0.1	99
CC(C)(C)[C@H]1COC(=O)[C@@H](NC(=O)OCC2c3ccccc3-c3ccccc32)C/C=C\C[C@@H](CC(=O)N[C@@H](CO)Cc2ccccc2)C(=O)N1	117	72	110	103	-1	106	-0.3	113
CC(=O)O/N=C/c1c(Cl)n(C)c2ccccc12	98	88	96	102	-1	98	-0.2	102
NC(=O)[C@H]1CC2(CC(c3cccc(NC(=O)COc4ccc(Cl)cc4)c3)=NO2)CN1C(=O)C(c1ccccc1)c1ccccc1 (some centres not stated)	82	107	97	128	4	98	0.4	88
Nc1nc(SCC(=O)Nc2cccc([N+](=O)[O-])c2)n[nH]1	95	135	92	95	0	98	0.1	87
NC(=O)C1(NC(=O)[C@@H]2CC3(CC(c4cccc(NC(=O)c5cc([N+](=O)[O-])cc([N+](=O)[O-])c5)c4)=NO3)CN2C(=O)c2ccccc2)CC1 (some centres not stated)	83	116	98	123	1	88	0.3	84
CC(/C=N/Nc1nc(C)cc(C)n1)=C\c1ccc(C(C)C)cc1	87	87	95	103	36	100	0.2	96
Cc1cn(C(=O)c2ccccc2)c(=S)n1-c1ccc(Cl)cc1	84	111	97	87	0	92	0.0	nt
Oc1cccc(-c2nc3c4c(ncn3n2)-c2ccccc2CC42CCCC2)c1	98	117	102	125	7	108	0.1	107
COc1cccc(N2CCN(c3ccc4nnc(CCC(=O)Nc5ccc(F)cc5)n4n3)CC2)c1	?	113	55[may fluoresce violet]	81[may fluoresce violet]	1	238*[may fluoresce violet]	-0.1	?
O=C(CN1C(=O)COc2ccccc21)Nc1ccccc1F	105	108	107	90	2	105	0.0	106
COc1ccccc1Oc1ncnc2sccc12	105	96	116	104	3	101	0.1	110
COc1ccc(OC)c(-n2c(=S)[nH]c3cc(C(=O)N(C)Cc4ccccc4)ccc3c2=O)c1	105	103	95	106	0	93	0.1	106
COc1ccc(CCNC(=O)c2cc(C3CC3)on2)cc1OC	97	109	97	107	1	94	0.1	87
COCCNC(=S)N1CCOCC1	103	90	103	96	-3	109	0.1	105
O=C(c1ccccc1)N1CCN(c2ncnc3c2cnn3-c2ccccc2)CC1	93	86	97	94	61*	100	0.0	94
O=C(c1cccnc1)N1CCN(c2ccc(Cl)cc2)CC1	100	44*	106	99	6	102	1.8	99
O=C(c1cccc(NS(=O)(=O)c2ccccc2)c1)N1CCCCC1	101	87	97	98	-2	104	-0.1	100
CC(C)NS(=O)(=O)c1ccc(OCC(=O)N2CCc3ccccc3C2)cc1	105	101	95	111	0	108	-0.1	111
CC(=O)Oc1ccc(C(=O)Nc2ccccc2C(=O)N2CCCC2)cc1	95	119	103	98	-1	103	-0.1	99
Cc1cccc(NC(=S)N(CCN2CCOCC2)Cc2ccccc2F)c1	94	114	103	98	2	99	0.4	96
CC(C)c1nc(SCC(=O)N2CCCc3ccccc32)c2c(=O)n(C)c(=O)n(C)c2n1	107	125	101	104	1	104	0.2	110
CC(/C=C/c1ccccc1F)=N\NC(=O)c1ccc(Cl)cc1	94	92	102	104	12	102	0.2	102
COc1ccc(-c2nnc(SCC(=O)NC3CCCCC3)o2)cc1	32[may fluoresce violet]	103	62[may fluoresce violet]	98[may fluoresce violet]	-1	200*[may fluoresce violet]	-0.1	?
O=C1CCC(C(=O)Nc2nnc(C3CC3)s2)=NN1	121	100	122	100	2	109	0.0	113
O=C(Nc1ccccc1)Nc1ccc2c(c1)CCC2	81	99	109	73	nt	93	0.0	80
O=C(ONC1=NCCCCC1)c1c(F)cccc1F	74	124	100	115	0	96	-0.1	113
C=CCn1c(COc2ccccc2F)nnc1SCC(=O)Nc1cc(C)on1	100	91	107	105	2	103	0.1	105
COc1ccccc1OCCNC(=O)CN1C(=O)NC2(CCCCC2)C1=O	98	93	97	100	-1	99	-0.1	96
CCc1nccn1CCC(=O)NC1CCCc2c1cnn2-c1ccc(F)cc1F (configuration not stated)	101	100	98	95	-1	98	0.7	96
O=C(Nc1ccc(F)cc1)C1CCCN(C2=NS(=O)(=O)c3ccccc32)C1 (configuration not stated)	102	100	100	96	0	104	0.1	98
Cc1ccc(C(=O)O/N=C(\N)c2ccc(C(F)(F)F)cn2)cc1	94	112	102	106	-3	111	0.0	97
Cc1noc(C)c1COc1ccccc1C(=O)NCCc1ccc(S(N)(=O)=O)cc1	105	119	101	103	-1	99	0.0	110
O=C(/C=C/c1ccc(Br)cc1)N1CCN(Cc2ccccc2)CC1	98	95	97	93	3	97	0.2	89
Fc1ccc(-c2cc(-c3nnc4n3CCCCC4)c3ccccc3n2)cc1	102	104	103	92	27	103	-0.1	105
COc1ccc(C2N=C(Nc3ccc(C)cc3)Nc3nc(C)cc(=O)n32)cc1 (configuration not stated)	103	87	101	99	18	108	0.4*	98
COc1cc(C(=O)OC(C)C(=O)N2CCCC2)cc2c1OCCO2 (configuration not stated)	90	93	92	91	0	92	-0.1	96
CCOC(=O)C1CCCN(C(=O)c2cc(-c3ccc(C)cc3)on2)C1 (configuration not stated)	91	105	95	98	-3	102	0.0	95
CC1CN(C(=O)COC(=O)Cc2ccc(Cl)cc2)CC(C)O1 (configuration not stated)	100	105	100	100	1	102	0.1	98
Cc1cc2[nH]c(=O)c(=O)[nH]c2cc1S(=O)(=O)N1CCN(c2cccc(C(F)(F)F)c2)CC1	102	92	96	92	1	114	-0.1	105
Cc1ccc2[nH]c(=O)c(CN(Cc3cccs3)Cc3nnnn3CC3CCCO3)cc2c1 (configuration not stated)	108	100	97	99	7	111	-0.3	106
CCN1CCN(CC#CCOc2ccccc2OC)CC1	99	89	107	98	0	115	-0.3	110
Cc1nc(NC(=O)C2CCCCC2)sc1C	94	100	98	103	2	94	0.1	89

Nothing new here: 3 of the compounds above.
SMILES	AGP1-GFP MLPCN	CR mimetic SO	RPL19A TOR yeast	LAP4 TOR yeast	AHR activator	MEP2-GFP yeast	Efflux pump mplx	CIT2 TOR yeast
Cc1ccc2[nH]c(=O)c(CN(Cc3cccs3)Cc3nnnn3CC3CCCO3)cc2c1 (configuration not stated)	108	100	97	99	7	111	-0.3	106
CCN1CCN(CC#CCOc2ccccc2OC)CC1	99	89	107	98	0	115	-0.3	110
Cc1nc(NC(=O)C2CCCCC2)sc1C	94	100	98	103	2	94	0.1	89

Later entries:
SMILES	AGP1-GFP MLPCN	CR mimetic SO	RPL19A TOR yeast	LAP4 TOR yeast	AHR activator	MEP2-GFP yeast	Efflux pump mplx	CIT2 TOR yeast
COc1ccc(OCc2cc(C(=O)NCc3cccc(C)n3)no2)c(Cl)c1	96	105	99	110	1	101	0.0	93
O=C(c1cccs1)N1N=C(c2ccccc2)CC1c1ccc(O)cc1 (configuration not stated)	93	97	98	83	11	95	-0.4	90
Oc1ccc(-c2nccc(-c3ccc(Br)cc3)n2)cc1	101	110	114	97	6	111	-0.1	100
O=c1[nH]c(C2CCCN(S(=O)(=O)c3ccccc3)C2)nc2c1nnn2Cc1ccccc1 (configuration not stated)	97	76	94	93	-1	86	-0.1	102
CCOC(=O)[C@@H]1[C@H]2COc3ccccc3[C@H]2N2C(=O)N(c3ccc(Cl)cc3)C(=O)[C@@]12C	70	97	87	109	2	86	0.3	62
Cc1ccc(S(=O)(=O)N2CCN(Cc3cccc(C)c3O)CC2)cc1	98	100	98	95	-2	99	-0.1	106
CCCCn1c(-c2cccs2)nc2nc3ccccc3nc21	87	100	99	84	25	100	0.0	98
O=C(COc1ccc(Br)cc1Cl)N1CCN(c2ccccn2)CC1	86	112	100	86	8	100	0.2	94
NC(=O)COc1ccc(NS(=O)(=O)Cc2ccccc2)cc1	90	97	98	81	-1	100	0.1	96
Cc1occc1C(=O)Nc1cccc(Cn2cccn2)c1	104	88	106	105	36	109	0.0	113
COc1cccc(CNC(=S)Nc2cccc(Cl)c2C)c1	96	84	97	98	-2	90	-0.1	100
CCOc1ccc2ccccc2c1/C=N\NC(=O)c1ccc([N+](=O)[O-])cc1	103	108	104	97	10	115	-0.1	103
O=C(NCCc1cscn1)C1CCC(=O)N(Cc2ccc(Cl)cc2)C1 (configuration not stated)	108	103	104	101	-3	102	0.2	105
CCN(CC)C(=O)c1sc2c(c1C)c(=O)n(-c1ccc(OC)cc1OC)c(=O)n2CC(=O)c1ccccc1	97	111	98	104	-2	111	0.2	106
COCCCN(C(=S)Nc1c(C)cc(C)cc1C)C(C)c1ccccn1 (configuration not stated)	112	96	103	113	-1	104	0.4	107
CCn1c(=O)cc(OCC(=O)O)c2ccccc21	103	101	99	99	-3	98	-0.1	105
CCN(CC)S(=O)(=O)c1cccc(NC2=NCC(C)S2)c1 (configuration not stated)	107	95	94	102	5	96	0.1	105
Nc1cc(=O)[nH]c(SCC(=O)NNC(=O)Cc2ccccc2)n1	103	113	102	99	2	104	-0.1	98

Source: PubChem BioAssay (several laboratories)
